# HSF1 inhib: HSF1 inhibition. activity change, negative = inhibition, % at 7.5 µM (by protocol). 300,000 compounds, 0.77% hits. NIH3T3-HGL HSE-luciferase, MG132-induced, luminescence 8 h; stronger effect = lower value;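 active = more than half of replicate wells show activity change below -50%, luminescence cut by over half; inconclusive = some wells, but at most half, below -50%; inactive = no replicate well below -50%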;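 also: luciferase reports HSF-1 transcriptional activity via heat shock element; 0% = median of DMSO wells and -100% = zero luminescence signal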
# SKKanGAS inh: inhibitors of SKKanGAS S. pyogenes growth in kanamycin (SK-promoter or general growth effect) | 300,000 compounds, 1.3% hits | inhibition, % at 7.5 µM | BacTiter-Glo, 6 h | AID 1662;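 active = mean replicate score, as percent of positive control median, at least 50; inconclusive = mean below 50 but one replicate at or above 50; inactive = mean and every replicate below 50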;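 also: strain carries kanamycin resistance gene driven by streptokinase promoter and grows in 40 µg/ml kanamycin; loss of luminescence reflects streptokinase promoter inhibition or plain growth inhibition; 0% = median of DMSO wells and 100% = positive control at its reference dose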
# HSP90 inh: HSP90 refolding inhibition in rabbit reticulocyte lysate; luciferase refolding luminescence, 3 h; inhibition, % at 5.6 µM; 290,000 compounds, 0.91% hits; AID 1789;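 active = inhibition above the screen-wide mean plus 3 SD, computed separately per campaign, cut at about 16% in these data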;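 also: 0% = DMSO wells and 100% = 60 µM geldanamycin wells; inhibitors lower the luminescence because luciferase stays unfolded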
# Platelet DG rel: platelet dense granule release activity; 300,000 compounds, 0.22% hits; inhibition, %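 (compounds screened at 7.5 µM in platelet-rich plasma)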; human platelet-rich plasma, SFLLRN dense granule ATP release, luminescence;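 active = mean replicate score, as percent of positive control, at or above 50; inconclusive = mean below 50 but at least one replicate at or above 50; inactive = mean and every replicate below 50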
# HSF1 activator: increases HSF-1 driven luciferase reporter signal | activation, % at 9 µM | 300,000 compounds, 1.7% hits | NIH3T3-HGL HSF-1 luciferase reporter, MG132, 8 h; 100% = twice DMSO control signal;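 active = mean replicate activation of at least 50% with a set share of replicates each reaching 50%; inconclusive = only one of those two conditions met; inactive = mean below 50% and too few replicates reaching it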;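 also: 0% = median of the neutral control wells and 100% = twice that signal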
# KLF5 inhibitor: suppresses KLF5 promoter-driven expression. inhibition, % at 5 µM. 290,000 compounds, 0.23% hits. DLD-1 KLF5 promoter-luciferase reporter, luminescence;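 active = inhibition above a per-plate limit of that plate's mean compound inhibition plus 3 SD, cut at about 60% in these data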;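 also: 0% = DMSO wells and 100% = LY294002 at 200 µM; higher means less KLF5 promoter-driven luciferase light; inactives centre near -14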
# IEC-6 cytotox: IEC-6 cytotoxicity, counter-screen for KLF5 inhibitors; AID 1825; inhibition, % at 5 µM; 290,000 compounds, 0.78% hits; luminescence viability; in the data active = inhibition above about 22%;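 also: 0% = plate median of test compound wells and 100% = cytotoxic reference compound wells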
# AI-2 QS mod: modulates the Vibrio harveyi AI-2 quorum sensing system. AID 2094. 300,000 compounds, 0.4% hits. activity change, % at 7.5 µM. Vibrio harveyi JMH597 AI-2 luminescence/OD600 ratio, 9 h; stronger effect = lower value; strain lacks LuxN and CqsS sensors; 0 = neutral-control median; in the data active = activity change below about -75%, passing the limit was not always enough; inconclusive = no clear call, values can overlap the other calls;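 also: luminescence divided by OD600 gain over 9 h not by final OD600 alone; inactives centre near 13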
# aSyn 5UTR inh: 5' untranslated region of α-synuclein, MLPCN primary screen; 300,000 compounds, 0.82% hits; alpha-synuclein 5'UTR reporter, inhibitor activity; inhibition, % (tested at 7.5 µM); in the data active = inhibition above about 60%; inconclusive = no clear call, values can overlap the other calls;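 also: H4 neuroglioblastoma cells stably carrying SNCA 5'UTR luciferase fusion; 0% = DMSO wells and 100% = positive control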
# HIF activator: HIF pathway transcriptional activation; activation, % at 7.5 µM (by protocol); U2OS HRE-luciferase reporter, luminescence; normalized: DMSO 0%, desferrioxamine 100%; 300,000 compounds, 0.32% hits;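 active = mean activation of at least 10% of the iron chelator positive control signal, with at least half of replicates also reaching 10%; inconclusive = mean and replicate majority disagree about reaching 10%; inactive = mean and most replicates under 10%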
# * marks the source's active call; other numbers are inactive results; ? = inconclusive; . = no result given. Rows were taken by chance; any-hit rate near 6%.
SMILES,HSF1 inhib,SKKanGAS inh,HSP90 inh,Platelet DG rel,HSF1 activator,KLF5 inhibitor,IEC-6 cytotox,AI-2 QS mod,aSyn 5UTR inh,HIF activator
COc1ccc(-c2n[nH]c(=S)n2Cc2ccco2)cc1,12,-2,1,1,1,-14,3,2,16,-0.2
O=C(CN1C(=O)c2ccccc2S1(=O)=O)NC(Nc1ccccc1F)C(Cl)(Cl)Cl (configuration not stated),2,4,0,0,7,-26,1,-1,-20,-0.2
CN1/C(=C\C=N\NC(=O)c2cccnc2)C(C)(C)c2ccccc21,-6,2,3,9,5,-6,1,11,-3,-0.8
CC(=O)Nc1ccc(C(=O)NNC(=O)c2cc([N+](=O)[O-])cc([N+](=O)[O-])c2)cc1,-5,-5,1,-10,10,-13,-9,11,15,0.5
COc1ccccc1/C=N/NC(=O)CN(C1=NS(=O)(=O)c2ccccc21)c1ccccc1,10,1,-2,-8,-14,-32,-10,35,-18,0.0
CCC(=O)Nc1cccc(-c2nnc(SCC(=O)c3ccccc3)n2C)c1,28,-26,-1,-1,41,-59,3,14,-103,0.8
CCCCc1ccc(NC(=O)CC(C)=O)cc1,9,-7,4,1,6,-16,-5,16,-2,-0.1
CC(C)(C)NC(=S)NC1CC1,-3,1,-3,-2,-14,-13,-10,21,-27,-0.1
c1ccc(Nc2nc(-c3ccncc3)cs2)cc1,21,0,0,-1,32,-115,17,12,-151,3.4
O=C(CCc1nnc2ccc(NCc3ccco3)nn12)N1CCCCC1,-13,-3,-5,7,-2,-53,-4,25,17,0.2
COc1ccc(NC(=O)c2ccccc2NC(=O)c2ccco2)cc1,0,-7,2,13,-9,-40,11,24,-18,4.1
CCOc1ccc(S(=O)(=O)NCCC(=O)N2CCN(c3ccccc3O)CC2)cc1,-4,-2,.,9,0,.,.,12,-2,-0.3
O=C(Nc1ccc(C(=O)N2CCCC2)cc1)c1ccc(F)cc1Cl,3,-1,1,3,-12,-30,-1,19,-22,0.0
C=CCSc1nc2ccccc2c(=O)n1Cc1ccccc1,3,?,-1,-2,15,-13,-7,20,-7,-0.3
O=C(O)c1cncc(Br)c1,-2,-1,2,4,-16,-31,-2,18,6,-0.8
CCn1ncc(/C=N\NC(=O)c2cc(-c3ccc(C)cc3C)nc3ccccc23)c1C,-11,3,3,-7,-33,-31,-1,8,-8,-13
CCOC(=O)Cc1csc(NC(=O)CCSc2ccccc2)n1,8,-2,-2,16,19,-19,3,6,8,0.2
Cn1c2c(c(=O)n(C)c1=O)C(c1ccc(Cl)cc1)C(C#N)=C(N)O2 (configuration not stated),13,-12,4,-5,5,-38,0,16,-43,-0.6
COc1ccccc1CC(=O)Nc1ccc(Cl)cc1C(=O)O,-10,-5,-5,7,4,-31,-9,15,0,-0.3
Cc1ccc(-n2nc(C(=O)N3CCN(C)CC3)c3c4ccccc4n(C)c3c2=O)cc1,-10,-2,6,0,-3,-1,1,8,32,0.2
Cc1nn(C)cc1[C@@H]1C[C@H]2CN(Cc3cccc(Cl)c3)C(=O)[C@]23CCCN13,5,-5,-4,-3,15,-2,-6,-4,-6,-0.5
COc1ccc(C(=O)N/C(=C/c2ccco2)C(=O)NC2CCS(=O)(=O)C2)cc1 (configuration not stated),-1,-2,4,-1,-15,-21,-4,20,-15,-0.3
Cc1cc(CNC(=O)C(C)n2nc(C)c([N+](=O)[O-])c2C)c2ccccc2n1 (configuration not stated),-3,-2,-3,-5,-11,-19,-3,7,4,0.2
O=S(=O)(c1ccccc1)c1nc(NCc2cccnc2)sc1Cl,-1,0,-2,-3,-14,-35,2,7,-1,0.6
Cc1cc2c(c(SCC(=O)NCc3ccccc3Cl)n1)C(=O)OC2,5,-4,-3,-2,1,-6,-3,24,7,-0.6
Fc1ccc(C(CCNCc2cccs2)c2ccco2)cc1 (configuration not stated),0,3,2,-10,27,8,5,3,1,0.2
Cc1ccc(-c2ccc(CCC(=O)O)n2CC2CCCO2)cc1 (configuration not stated),12,1,-5,4,5,-9,-4,4,-22,0.0
O=C1N/C(=C/c2cccn2-c2ccc(F)cc2)C(=O)N1Cc1ccccc1,0,-3,7,5,6,6,0,7,23,0.3
CN(Cc1ccccc1)C(=O)c1nc2ccccn2c1CN1CCc2sccc2C1,0,1,2,7,0,-1,6,0,-6,0.3
Cc1c(NS(=O)(=O)c2cccs2)cccc1-c1nc2cccnc2s1,-4,-2,-1,0,18,-23,0,12,-11,2.1
CCOC(=O)Cn1ccc(NC(=O)COc2ccc(F)cc2F)n1,-1,-8,-7,1,-3,-85,-4,4,9,-0.1
CCNC(=O)c1ccccc1NC(=O)C1CC(=O)N(C(C)C)C1 (configuration not stated),0,1,5,3,-6,-6,-5,3,14,-1.1
C[C@H](Nc1ncnc2sc3c(c12)CCC3)C(=O)O,-8,-9,0,-2,-7,-22,-2,12,7,-0.1
COc1ccc(C(=O)CSc2nnc(NC(=O)C3CC(=O)N(c4ccccc4)C3)s2)cc1 (configuration not stated),2,-1,-3,-37,8,-2,3,-21,-50,0.1
Cc1n[nH]c(=S)n(/N=C/c2cccc([N+](=O)[O-])c2)c1=O,-6,-1,3,9,-5,16,1,12,-16,0.6
CCOc1ccc(NC(=O)COc2nsnc2N2CCOCC2)cc1,0,2,2,1,-9,-3,5,20,4,0.1
O=C(NC(=S)Nc1ccccn1)c1ccc([N+](=O)[O-])cc1,-7,0,-2,-8,18,-49,-12,26,-119,1.8
CC1CCCCC1NC(=O)C1CCN(S(=O)(=O)N2CCCCCC2)CC1 (configuration not stated),-3,-1,-3,-2,-6,-15,-6,21,3,0.3
CCCCc1ccc(NC(=S)N2CCN(C)CC2)cc1,-8,-2,0,-8,9,-14,-8,14,6,0.7
COc1ccc(-c2ocnc2C(=O)N2CCN(C(=O)C(c3ccccc3)c3ccccc3)CC2)cc1,-6,10,1,-12,3,-15,-1,7,6,-0.3
CC(=O)n1nc(-c2ccc(Cl)cc2)nc1NCc1ccco1,7,-1,-1,2,16,-68,-1,.,-117,1.4
O=C(COC(=O)C(O)c1ccccc1)c1ccc2c(c1)OCCO2 (configuration not stated),17,0,2,1,35,-14,1,6,8,0.5
Nc1nc2n(c1C(=O)c1ccccc1)CCC2,-70*,-6,2,3,-76,-2,-2,8,-2,0.1
CCC(NC(=O)/C(=C\c1ccc2c(c1)OCO2)NC(C)=O)C(=O)O (configuration not stated),27,-14,0,-14,59*,0,0,15,10,-0.6
CN(C=O)CP(=O)(O)CN1CCCCC1,5,-4,-5,-4,32,-36,0,28,-1,-0.2
Cc1ccc(OCC(O)CN2CCC(Cc3ccccc3)CC2)c(C)c1 (configuration not stated),-4,-2,2,10,-6,-32,0,5,7,0.4
CSc1cccc(NC(=S)NC(=O)c2cccnc2)c1,-9,1,-4,-2,-7,-30,1,-17,-9,-0.8
COc1ccc(C(=O)N2CC(=O)N(CCc3ccccc3)C(=O)C2)cc1OC,.,0,-1,.,.,35,4,13,.,.
COc1ccccc1NC(=O)c1ccc(NC(=O)CN(C)Cc2ccccc2F)cc1,5,6,1,1,13,-9,2,33,22,-1.3
Cc1ccc(NC(=O)C(SCC(=O)O)c2ccccc2)cc1C (configuration not stated),-5,0,-1,1,-9,-23,-5,25,6,-0.6
COc1ccc(C(=O)C[n+]2ccc(-c3nnc4n3CCCCC4)cc2)cc1,-3,-3,4,1,-8,5,-3,3,-17,0.0
O=C(c1ccco1)N1CCN(C(=O)c2snc3ccc(Cl)cc23)CC1,-3,-4,-1,1,-5,5,0,0,7,-0.1
CC(C)n1c(SCC(=O)Nc2nncs2)nnc1C1CC1,0,-6,1,-7,4,-6,-1,-6,14,-0.4
COc1cc(S(=O)(=O)N2CCOCC2)cc(C(=O)c2nccn2C)c1OC,-8,0,-1,-3,-8,-24,-3,8,-8,-0.3
COc1cc(C#N)ccc1OC(=O)Cc1cc(OC)c(OC)c(OC)c1,-1,1,1,9,-4,-3,14,0,0,-1.1
C=CCNC1=C(Cl)C(=O)N(c2cccc(Cl)c2Cl)C1=O,2,-17,-6,-3,20,-29,-2,-6,3,0.4
c1ccc(-c2ccccc2OCCn2cncn2)cc1,-37,3,-1,1,-54,-8,2,25,19,0.0
Cc1ccc(CCC(=O)NCc2ccccc2)o1,-4,-5,3,-3,1,-26,1,1,6,-0.8
CCCOc1ccccc1C1NC(=O)NC(C)=C1C(=O)OCCOCC (configuration not stated),2,-3,-3,1,-11,-15,-4,26,7,-0.8
COC(=O)c1cc(C(=O)NCc2ccccc2)c(=O)[nH]c1C,8,0,-4,-2,0,-5,-3,5,-14,0.1

# (further entries)
SMILES,HSF1 inhib,SKKanGAS inh,HSP90 inh,Platelet DG rel,HSF1 activator,KLF5 inhibitor,IEC-6 cytotox,AI-2 QS mod,aSyn 5UTR inh,HIF activator
CC1CC(C)CN(S(=O)(=O)CCNC(=O)c2ccccc2)C1 (configuration not stated),-4,-8,.,-1,5,.,.,-1,19,-0.2
CCOC(=O)C1CCN(C(=O)Nc2cc(Cl)cc(Cl)c2)CC1,8,7,-6,1,7,5,0,12,7,0.6
O=C(COc1ccccc1)Nc1ccc(S(=O)(=O)N2CCCCCC2)cc1,-1,11,12,9,4,-5,6,?,4,-1.2
CC(C)OC(=O)c1c(-c2ccc(C(C)C)cc2)csc1NC(=O)C1CCCO1 (configuration not stated),-6,24,-3,-9,-1,-26,-5,27,-5,-45
CCOc1ccc(S(=O)(=O)N(CC(=O)O)c2ccc(C)cc2)cc1,-7,-2,1,-8,15,5,2,-2,-17,-0.2
Cc1ccc2c(CC(=O)N3CCOCC3)coc2c1,-1,-4,2,6,-6,-39,-3,13,-16,0.1
O=C1/C(=C\c2cc(Br)cc(Br)c2O)SC(=S)N1Cc1ccccc1,-8,79*,-2,-3,-5,-21,-9,19,2,0.4
COc1ccc(S(=O)(=O)N2CCN(Cc3cccc(OC)c3OC)CC2)cc1,-5,-2,2,6,8,-25,-2,-7,6,-1.0
COc1ccc(CC(NC(C)=O)C(=O)NC2CCN(c3nc(C)cc(C)c3C#N)CC2)cc1 (configuration not stated),-6,-4,-2,1,-1,3,6,21,30,-0.7
O=[N+]([O-])c1cccc(NC(=S)NCc2ccncc2)c1,0,7,-1,-2,11,0,0,21,-30,-0.2
CCOC(=O)c1c(NC2OC(=O)c3c2ccc(OC)c3OC)sc(C(=O)OC(C)(C)C)c1C (configuration not stated),.,-3,1,-5,.,-54,3,13,-80,.
CC(C)c1ccc(S(=O)(=O)Nc2ccc(SC(F)F)cc2)cc1,-2,27,3,-4,-3,-24,7,-42,12,-0.1
O=S(=O)(NCCSc1ccccc1)c1ccc2c(c1)OCCO2,-3,-4,-1,0,6,-15,-8,0,-6,-0.5
CCSc1nc(-c2ccc(OC)cc2)n(-c2nc3ccccc3s2)n1,-2,-3,1,13,-4,-28,1,19,9,1.0
O=C(O)CCOc1ccc2c(c1)OCCO2,3,-2,-5,1,-11,-11,-2,21,-10,0.1
O=C(O)c1nc(Cl)c(Cl)c(N/N=C/c2ccccc2C(F)(F)F)c1Cl,8,14,0,-10,8,-3,-7,20,11,-0.2

# Screening results deposited in PubChem BioAssay by several laboratories.
